Source: PubChem BioAssay
MgcRacGAP inhibition = MgcRacGAP GTPase-activating activity inhibitors, confirmation, biochemical, ADP Hunter fluorescence. actives 0.6% (n = 340,000). inhibition, % at 30 µM, or IC50 in µM where a hit was titrated. AID 624330. MgcRacGAP-stimulated Rac1 GTP hydrolysis, ADP Hunter fluorescence; higher % means a stronger effect; GST-tagged Rac1 F28L mutant substrate;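 active = first-screen hits whose inhibition reached a set limit at any dose in the follow-up dose series; inconclusive = inhibition above the set first-screen limit but never retested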;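 note: fluorescence reports GDP produced by GAP-driven GTP hydrolysis; strong numbers were not always called active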
GPR55 beta-arrestin = selective activators of receptor GPR55 – imaging, U2OS cells, beta-arrestin-GFP redistribution, primary screen (AID 1961). activation, % at 10 µM; hits with a dose series show EC50 in µM. actives 0.048% (n = 290,000). U2OS GPR55 beta-arrestin-GFP redistribution imaging; higher % means a stronger effect;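 active = activation above 40% with more than 50 cells counted in the well; inconclusive = wells holding fewer than 50 cells, flagged as toxic or sparse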;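 note: U2OS osteosarcoma cells stably expressing GPR55 and beta-arrestin-GFP; plate controls were DMSO negative control for no effect and LPI positive control for full effect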
LYP inhibition = PTPN22 lymphoid phosphatase activity blockers – biochemical, fluorescence intensity, uHTS (AID 1779); recombinant LYP phosphatase, fluorescence intensity; higher % means a stronger effect; inhibition, % at 11.5 µM; hits with a dose series show IC50 in µM; actives 0.054% (n = 290,000); in the data active = inhibition above about 50%;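 note: plate controls were vehicle with enzyme for no effect and no enzyme for full effect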
T cell HTS = T cell immune modulators affecting CD8 T cell-vesicle binding. actives 0.068% (n = 330,000). calls only at 7 µM. AID 2052. 2C CD8+ T cell-vesicle binding, flow cytometry; hits give low values;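 active = response, share of CD8 T cells binding vesicles, and their 90th percentile fluorescence all below set limits, cut at about 80% in these data, passing the limit was not always enough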
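Assay system: 2C TCR transgenic mouse naive CD8+ T cells, MACS-purified | Read-out: CD8+ gate FL2 mean fluorescence as % of same-row positive control | Signal: High-throughput flow cytometry with anti-B7-1 and anti-CD8 staining | Timing: Binding step 1.5 h, 37 °C, antibody labelling 20 min, ice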
NTR1 agonist = agonists of NTR1, primary screen, imaging, U2OS cells, beta-arrestin-GFP, high content (AID 493036); NTR1-U2OS beta-arrestin-GFP spot imaging, agonist mode; activation, % at 20 µM; actives 0.17% (n = 330,000);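 active = activation at or above 40% of the spot to cytoplasm intensity ratio, with at least 20 cells analyzed; inconclusive = wells under 20 cells, flagged as cytotoxic or low count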;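 note: 0% = DMSO without peptide and 100% = 100 nM NTR1 peptide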
Target sequence (P30989 whole entry, looked up): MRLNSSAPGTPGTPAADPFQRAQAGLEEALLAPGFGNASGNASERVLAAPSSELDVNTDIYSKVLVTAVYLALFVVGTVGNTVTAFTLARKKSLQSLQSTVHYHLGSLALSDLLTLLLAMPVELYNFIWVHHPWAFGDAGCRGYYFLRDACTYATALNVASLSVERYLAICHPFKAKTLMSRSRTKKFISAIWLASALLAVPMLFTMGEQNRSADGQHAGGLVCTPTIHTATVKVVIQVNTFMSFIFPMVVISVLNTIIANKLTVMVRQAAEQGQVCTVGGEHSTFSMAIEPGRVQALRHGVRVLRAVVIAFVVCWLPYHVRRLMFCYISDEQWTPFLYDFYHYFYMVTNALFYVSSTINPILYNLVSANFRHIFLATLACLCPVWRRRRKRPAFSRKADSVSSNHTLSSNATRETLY
GPR55 LPI antagonism = inhibition of LPI-stimulated GPR55 beta-arrestin translocation – imaging, U2OS, beta-arrestin-GFP, LPI agonist, primary screen (AID 2013). actives 0.13% (n = 290,000). U2OS GPR55 beta-arrestin-GFP translocation imaging, LPI antagonism; higher % means a stronger effect. one-dose inhibition, % at 10 µM; IC50 in µM for titrated hits;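 active = spots per cell inhibited over 60%, with over 100 cells counted and total cytoplasm intensity under 500,000; inconclusive = wells with under 100 cells, flagged as likely toxic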;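 note: U2OS cells stably carrying GPR55 and arrestin-GFP stimulated by 5 µM LPI near EC80; imaged beta-arrestin-GFP aggregate spots per cell after agonist stimulation; plate controls were LPI-stimulated DMSO wells for no effect and DMSO wells without LPI for full effect; some results filed as inactive read as strong as hits; confirmed hits need IC50 under 10 µM and bright autofluorescent wells are also inconclusive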
GPR35 arrestin U2OS = inhibition of zaprinast-stimulated GPR35 beta-arrestin translocation – imaging, U2OS, beta-arrestin-GFP, zaprinast agonist, primary screen (AID 2058); U2OS GPR35 beta-arrestin-GFP translocation imaging, zaprinast antagonism; higher % means a stronger effect; one-dose inhibition, % at 10 µM; IC50 in µM for titrated hits; actives 0.052% (n = 290,000);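 active = inhibition of at least 50% with at least 30 cells and total cytoplasm GFP at most 10,000,000; inconclusive = under 30 cells or total GFP of 10,000,000 plus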
Lipid droplet = modulators of hepatic lipid droplet formation | AML12 mouse hepatocytes, oleate lipid droplets, BODIPY imaging | inhibition, % at 6.5 µM | actives 0.4% (n = 240,000);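 active = lipid droplet intensity inhibited by at least 50%, with more than 500 cells counted; inconclusive = wells with under 300 cells, treated as cytotoxic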
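Technique: fluorescence imaging, 20x objective, two fields per well / Assay system: AML12 hepatocytes (mouse) / Measure: % inhibition of lipid droplet signal / Doses: 6.5 µM single-point dosing / Incubation: overnight exposure / Reagent: 100 µM oleic acid challenge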
SV40 large T antigen = TAg ATPase/helicase activity blockers – biochemical (AID 1903); SV40 large T antigen ATPase/helicase inhibition assay; higher % means a stronger effect; inhibition, % at 20 µM; hits with a dose series show IC50 in µM; actives 0.39% (n = 310,000); in the data active = a potency from the dose series; inconclusive = inhibition mostly from about 32% at the one dose, without a potency; inactive = the rest, 99 in 100 with inhibition below about 32%; note: strong numbers were not always called active
Lipid droplet cells 6.5 µM = second read-out of Lipid droplet, no call of its own (marks repeat the call); cell count; measured here: cell count, cytotoxicity flag;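 cells counted across two imaged fields per well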
T cell HTS vesicle-bound % = recorded beside T cell HTS, whose call it bears; double positive events, %; measured here: CD8+ vesicle-bound cell fraction;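 binding gate set so that unloaded-vesicle control wells show 10% double positive cells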
NTR1 agonist cell count 20 µM = second read-out of NTR1 agonist, no call of its own (marks repeat the call); cell count; measured here: cell count, cytotoxicity flag
Starred values were filed as active, the others as inactive; i = inactive; ? = inconclusive; · = not tested or not shown. Random draw from the library; about 1.8% have a hit in one of these screens.

SMILES	MgcRacGAP inhibition	GPR55 beta-arrestin	LYP inhibition	T cell HTS	T cell HTS vesicle-bound %	NTR1 agonist	NTR1 agonist cell count 20 µM	GPR55 LPI antagonism	GPR35 arrestin U2OS	Lipid droplet	Lipid droplet cells 6.5 µM	SV40 large T antigen
Cc1nc2sc3c(c2c(=O)n1/N=C/c1ccco1)CCCC3	11%	0.0%	5%	i	42	2.2	49	-7%	0%	3	718	0%
CC(=O)NC(=S)Nc1ccccc1C(=O)NC1CCCCC1	1%	0.2%	-4%	i	26	-1.6	63	0%	12%	1	649	11%
CCOc1ccc(N2C(=O)CC(N(CCc3ccc(OC)c(OC)c3)C(=O)/C=C/C(=O)O)C2=O)cc1 (stereo not given)	-23%	-0.3%	-4%	i	50	1.1	66	-1%	-9%	-1	638	11%
COc1ccccc1/C=N/NC(=O)CC(=O)NCc1ccccc1	18%	0.5%	-3%	i	50	0.4	56	9%	-1%	20	723	0%
Cc1cc(C)c(C#N)c(SCC(=O)CC(=O)OC(C)C)n1	7%	0.3%	-6%	i	54	-1.2	56	-8%	-7%	0	753	2%
Cc1cccc(OCC(=O)OCC(=O)N2CCN(C(=O)c3ccco3)CC2)c1C	8%	-0.1%	4%	i	27	1.3	64	12%	8%	-16	692	22%
COc1ccc(C(CNC(=O)c2cc3ccccc3cc2OC)N2CCCC2)cc1 (stereo not given)	-9%	0.3%	-3%	i	59	1.8	77	24%	1%	1	780	15%
CCCSc1nc(O)c(C2OC(=O)c3c2ccc(OC)c3OC)c(=O)n1C (stereo not given)	8%	0.8%	-9%	i	18	3.3	88	3%	1%	4	780	4%
O=C(O)c1ccccc1SCC(=O)N1CCOCC1	-2%	-0.1%	-7%	i	38	1.9	40	0%	-11%	-6	638	-10%
COc1ccc(C(=O)Nc2ccccc2N2CCN(C(=O)c3ccccc3)CC2)cc1Br	8%	0.0%	6%	i	7	5.5	73	16%	27%	2	858	6%
CCC(=O)N1CCc2cc(Br)cc(S(=O)(=O)CCC(=O)N(CC)CC)c21	9%	-0.4%	-4%	i	22	2.8	60	-14%	-2%	7	713	8%
CCOc1cccc(C(=O)NNC(=O)CCC(=O)O)c1	-4%	-0.4%	-5%	i	18	2.8	56	6%	1%	0	709	1%
CC(C)CCN1CC(C(=O)N2CCN(c3ccc(F)cc3)CC2)CC1=O (stereo not given)	9%	0.3%	-6%	i	3	-0.5	41	23%	11%	·	·	12%
O=C(NCCc1ccccc1)C1CCN(S(=O)(=O)N2CCCC2)CC1	3%	-0.4%	-2%	i	16	-0.1	43	-8%	0%	-2	772	7%
CCOc1ccc(C(C)NC(=O)c2cccc(F)c2)cc1 (stereo not given)	9%	-0.8%	0%	i	30	0.0	50	0%	15%	-4	653	0%
Cc1csc(NC(=O)CCCC(=O)c2ccccc2)n1	-4%	-0.2%	-8%	i	51	-2.2	91	-13%	9%	·	·	-2%
O=C(COC(=O)CNS(=O)(=O)c1ccc(F)c(F)c1F)Nc1ccc(OC(F)F)cc1	8%	0.5%	-1%	i	42	1.1	73	0%	-11%	3	618	1%
CC(=O)c1cc(-c2ccccc2)[nH]c1N1CCCC1	8%	0.4%	-6%	i	36	0.2	60	?	-5%	-17	701	12%
O=C(CSc1nnc(-c2cccnc2)n1Cc1ccco1)Nc1cccc(O)c1	7%	-0.2%	-10%	i	39	-1.3	56	11%	4%	-32	720	18%
Clc1ccc(-c2nnc3sc(Cc4cccs4)nn23)c(Cl)c1	0%	-0.2%	-6%	i	40	4.0	78	-6%	9%	·	·	16%
Cc1ccc(C(=O)NCC(=O)OCC(=O)c2ccc3c(c2)NC(=O)CO3)cc1C	5%	-0.6%	6%	i	28	0.7	44	-3%	-12%	46	675	6%
CCNC(=S)N1CCN(c2ccc([N+](=O)[O-])cc2)CC1	7%	-0.1%	-3%	i	24	1.1	49	-8%	-8%	·	·	8%
CN1CCN(CC(=O)Nc2ccccc2Sc2ccccc2)CC1	?	-0.1%	-4%	i	61	0.8	44	-5%	-22%	11	662	3%
Cc1ccc(S(=O)(=O)N/N=C/c2cccc3c2OCCO3)cc1	8%	-0.3%	0%	i	44	-2.2	62	3%	-6%	-2	663	11%
CCOC(=O)N1CCN(S(=O)(=O)CCNC(=O)c2cccc(OC)c2)CC1	1%	·	·	i	31	-1.4	75	·	·	·	·	-2%
O=C(ON=C1CCN(S(=O)(=O)c2ccccc2)CC1)c1ccc(Cl)cc1	-3%	-0.2%	-1%	i	42	0.2	88	-8%	19%	7	772	·
CCOc1ccc(S(=O)(=O)N2CCOCC2)cc1NS(=O)(=O)c1ccc(OC)c([N+](=O)[O-])c1	9%	·	·	i	33	-0.1	61	·	·	·	·	11%
COc1ccc(-c2nnc(SCc3cccc(C#N)c3)o2)cc1	2%	-0.1%	-6%	i	22	1.1	55	-1%	11%	-22	758	10%
CCN(c1ccccc1C(=O)O)S(=O)(=O)c1cccc2nsnc12	5%	-0.1%	-5%	i	22	-1.6	80	-4%	-3%	-18	807	3%
O=C(Nc1cccc(Cl)c1)C1C2C=CC3(O2)C1C(=O)N(CCCN1CCCCC1)C3C(=O)NC1CCCCC1 (stereo not given)	6%	-0.1%	-11%	i	46	-0.3	65	11%	-4%	-19	680	7%
CC1CC(C)(C)NC(=S)N1CCCC(=O)N1CCN(c2ccccc2F)CC1 (stereo not given)	8%	1.0%	-8%	i	4	1.6	72	3%	13%	-6	626	7%
Cc1ccc(OC(=O)CCN2C(=O)c3ccccc3C2=O)cc1C	15%	-0.6%	-3%	i	54	1.9	45	6%	-2%	0	688	1%
CCOC(=O)CC1CCCCN1Cc1cn(C)nc1-c1ccc2c(c1)OCCO2 (stereo not given)	7%	0.0%	-14%	i	52	-0.5	29	12%	13%	15	638	3%
Cc1ccc(NC(=O)C2CCCN2C(=O)c2cccs2)c(C)c1 (stereo not given)	4%	-0.1%	-6%	i	28	0.5	61	-4%	0%	-2	841	4%
CC(=O)OC1CCC2(C)C(=CCC3C2CCC2(C)C3CC3OC4(CCC(C)CN4)C(C)C32)C1 (stereo not given)	4%	0.0%	-9%	·	·	-4.1	21	-8%	-11%	-14	663	·
O=C(Nc1cccc(C(=O)O)c1)/C(=C\c1ccco1)NC(=O)c1ccccc1Cl	2%	1.3%	0%	i	17	-0.8	66	16%	-5%	9	824	4%
FC(F)c1nnc2ccc(Cl)nn12	13%	0.2%	-1%	i	20	0.3	26	15%	14%	4	679	7%
O=C(NNC(=S)Nc1ccccc1)c1cc(-c2cccnc2)nc2ccccc12	10%	-0.6%	0%	i	32	1.5	70	2%	-15%	-1	697	24%
Cc1cc(S(=O)(=O)NCCC2=CCCCC2)ccc1Br	2%	·	·	i	32	9.9	67	·	·	·	·	19%
CCCN1CCN(CCCNC(=O)CN2C(=O)c3cccnc3Oc3ccc(C)cc32)CC1	9%	-0.1%	-12%	i	51	-0.6	63	-2%	9%	8	764	8%
CCc1nnc(NC(=O)CSc2nc3c(cc2C#N)CCCC3)s1	9%	-0.1%	-11%	i	44	-1.4	52	10%	-17%	8	719	6%
Fc1ccc(-c2nnc(-c3ccc(Cl)cc3Cl)o2)cc1	3%	-0.4%	-7%	i	31	6.1	48	12%	-11%	24	747	2%
COc1ccccc1Nc1c([N+](=O)[O-])cncc1[N+](=O)[O-]	2%	0.8%	-4%	i	46	0.4	88	2%	-9%	22	796	27%
C=CCn1c(Cc2ccc(OC)cc2)nnc1SCc1nc2ccccc2c(=O)[nH]1	6%	0.2%	-7%	i	20	1.0	50	21%	-4%	-7	737	2%
CC(=O)Nc1sc2c(c1C(N)=O)CCC2	12%	0.2%	-2%	i	26	-1.4	42	3%	-1%	15	791	9%
COCCNC(=O)c1cn(C)c2ccc(S(=O)(=O)N(C)C3CCCCC3)cc2c1=O	7%	-0.1%	-5%	i	39	2.2	45	-4%	-4%	·	·	17%
COc1cc(OC)c(/C=N/NC(=O)COc2cccc3cccnc23)c(OC)c1	-8%	0.5%	-2%	i	11	0.2	47	2%	-6%	-4	711	-1%
CC(C)(C)c1nc(NC(=O)Nc2ccccc2)sc1Br	9%	-0.2%	-1%	i	22	44*	47*	-2%	5%	-12	675	1%
CCC(C)C(NC(=O)c1ccccc1NC(=O)c1ccco1)C(=O)NC1CCCCC1 (stereo not given)	9%	-0.2%	2%	i	7	2.6	39	6%	-4%	·	·	16%
COCCC(=O)N1CCC(n2nccc2NC(=O)CCc2ccccc2)CC1	4%	-0.1%	-4%	i	30	-0.3	57	18%	14%	·	·	5%
NS(=O)(=O)c1ccc(CNC(=O)CCC2CCCCC2)cc1	1%	-0.1%	-5%	i	27	-0.2	66	2%	17%	-6	791	8%
CCOC(=O)c1ccccc1NC(=O)c1ccc2c(=O)n3c(nc2c1)CCCCC3	3%	-0.1%	-4%	i	41	6.0	56	2%	-10%	-19	670	·
Cc1cc2nc3c(=O)n(CCc4ccccc4)c(=O)[nH]c3nc2cc1N	5%	-0.2%	-2%	i	27	-1.8	37	-8%	0%	30	719	37%
